Screens deposited in PubChem BioAssay by several laboratories.
Platelet DG rel – inhibitors of platelet dense granule secretion, primary screen, cell-based, MLPCN, human platelets; human platelet-rich plasma, SFLLRN dense granule ATP release, luminescence; inhibition, %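 (compounds screened at 7.5 µM in platelet-rich plasma)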; hit rate 0.22% among 300,000;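 active = mean replicate score, as percent of positive control, at or above 50; inconclusive = mean below 50 but at least one replicate at or above 50; inactive = mean and every replicate below 50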
HSP90 inh – HSP90 inhibitors, primary screen, cell lysate, luminescence. hit rate 0.91% among 290,000. Heat shock protein HSP 90 (rabbit reticulocyte lysate; luciferase refolding). inhibition, % at 5.6 µM. AID 1789, 2009. Rabbit reticulocyte lysate, luciferase refolding luminescence, 3 h;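 active = inhibition above the screen-wide mean plus 3 SD, computed separately per campaign, cut at about 16% in these data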;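 note: 0% = DMSO wells and 100% = 60 µM geldanamycin wells; inhibitors lower the luminescence because luciferase stays unfolded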
HSF1 inh – HSF1 inhibitors in luciferase reporter cells, primary screen, cell-based, NIH3T3, luminescence; AID 2098, 2009; hit rate 0.77% among 300,000; activity change, negative = inhibition, % at 7.5 µM (by protocol); NIH3T3-HGL HSE-luciferase, MG132-induced, luminescence 8 h; active compounds read low;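 active = more than half of replicate wells show activity change below -50%, luminescence cut by over half; inconclusive = some wells, but at most half, below -50%; inactive = no replicate well below -50%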;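 note: luciferase reports HSF-1 transcriptional activity via heat shock element; 0% = median of DMSO wells and -100% = zero luminescence signal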
SKKanGAS inh – S. pyogenes SKKanGAS growth inhibitors in kanamycin, primary screen, streptokinase expression inhibitor project, SKKanGAS strain, BacTiter-Glo luminescence; 6 h; inhibition, % at 7.5 µM; hit rate 1.3% among 300,000;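 active = mean replicate score, as percent of positive control median, at least 50; inconclusive = mean below 50 but one replicate at or above 50; inactive = mean and every replicate below 50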;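 note: strain carries kanamycin resistance gene driven by streptokinase promoter and grows in 40 µg/ml kanamycin; loss of luminescence reflects streptokinase promoter inhibition or plain growth inhibition; 0% = median of DMSO wells and 100% = positive control at its reference dose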
AI-2 QS mod – Vibrio harveyi AI-2 quorum sensing modulators, primary screen, JMH597 strain, luminescence/OD600 ratio; Vibrio harveyi JMH597 AI-2 luminescence/OD600 ratio, 9 h; active compounds read low; strain lacks LuxN and CqsS sensors; 0 = neutral-control median; activity change, % at 7.5 µM; hit rate 0.4% among 300,000; in the data active = activity change below about -75%, passing the limit was not always enough; inconclusive = no clear call, values can overlap the other calls;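 note: luminescence divided by OD600 gain over 9 h not by final OD600 alone; inactives centre near 13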
IEC-6 tox – cytotoxicity in IEC-6 intestinal epithelial cells, primary screen, cytotoxicity control for KLF5 inhibitor project, cell-based, luminescence; IEC-6 cytotoxicity, luminescence viability; inhibition, % at 5 µM; hit rate 0.78% among 290,000; AID 1825, 2009; in the data active = inhibition above about 22%;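 note: 0% = plate median of test compound wells and 100% = cytotoxic reference compound wells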
aSyn UTR inh – MLPCN primary screen, SNCA 5' untranslated region; hit rate 0.82% among 300,000; AID 1813, 2009; inhibition, % (tested at 7.5 µM); alpha-synuclein 5'UTR reporter, inhibitor activity; in the data active = inhibition above about 60%; inconclusive = no clear call, values can overlap the other calls;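 note: H4 neuroglioblastoma cells stably carrying SNCA 5'UTR luciferase fusion; 0% = DMSO wells and 100% = positive control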
KLF5 inh – KLF5 expression inhibitors, primary screen, DLD-1 cells, luminescence; AID 1700, 2009; DLD-1 KLF5 promoter-luciferase reporter; inhibition, % at 5 µM; hit rate 0.23% among 290,000;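 active = inhibition above a per-plate limit of that plate's mean compound inhibition plus 3 SD, cut at about 60% in these data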;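 note: 0% = DMSO wells and 100% = LY294002 at 200 µM; higher means less KLF5 promoter-driven luciferase light; inactives centre near -14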
HIF activator – HIF pathway transcriptional activators, primary screen, cell-based, U2OS HRE-luciferase, luminescence; U2OS HRE-luciferase reporter; normalized: DMSO 0%, desferrioxamine 100%; activation, % at 7.5 µM (by protocol); hit rate 0.32% among 300,000;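 active = mean activation of at least 10% of the iron chelator positive control signal, with at least half of replicates also reaching 10%; inconclusive = mean and replicate majority disagree about reaching 10%; inactive = mean and most replicates under 10%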
HSF1 activator – HSF-1 activators, primary screen, NIH3T3-HGL cells, MG132 stress, luminescence, single point; NIH3T3-HGL HSF-1 luciferase reporter, 8 h; 100% = twice DMSO control signal; activation, % at 9 µM; hit rate 1.7% among 300,000; AID 504408, 2011;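 active = mean replicate activation of at least 50% with a set share of replicates each reaching 50%; inconclusive = only one of those two conditions met; inactive = mean below 50% and too few replicates reaching it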;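 note: 0% = median of the neutral control wells and 100% = twice that signal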
Numbers without * were called inactive; ? = inconclusive; . = not tested or not shown.

SMILES	Platelet DG rel	HSP90 inh	HSF1 inh	SKKanGAS inh	AI-2 QS mod	IEC-6 tox	aSyn UTR inh	KLF5 inh	HIF activator	HSF1 activator
Cc1ccc(NC(=O)CSc2nc(=O)n(CCCN3CCOCC3)c3c2CCCC3)cc1F	-1	.	-3	5	-5	.	-9	.	0.4	1
CCOc1cc(/C=N/Nc2cc(C)nc3ccc(C)cc23)ccc1O	2	-5	0	-8	15	-8	-66	-16	1.6	-4
CCOC(=O)Cn1c(=O)oc2cc(S(=O)(=O)NCCc3ccc(OCC)c(OCC)c3)ccc21	2	0	-2	-1	18	-3	-16	-17	-0.1	0
CC(NC(=O)CNC(=O)OCc1ccccc1)C(=O)N1CC(O)CC1C(=O)OCc1ccccc1 (centres undefined)	10	5	1	-3	24	0	-23	-16	-0.2	-6
CC(=O)c1cccc(-n2nnnc2SCC(=O)Nc2cccc(NC(=O)c3ccco3)c2)c1	4	2	-4	9	-2	0	-13	-23	-0.8	-35
CCCC(OC(=O)CC1Sc2ccccc2NC1=O)C(=O)NCc1ccco1 (centres undefined)	1	4	14	6	27	0	20	2	.	32
CC(C)(C)C(=O)Nc1nnc(CSCc2ccccc2F)s1	0	4	-13	10	16	-4	-29	-30	-0.3	-13
Cc1ccc(NS(=O)(=O)c2cccc(C(=O)N3CCCCCC3)c2)cc1	13	.	8	0	19	.	7	.	0.3	7
CC(C)CN1C(=O)C(NC(=O)C2CC2)(C(F)(F)F)C2=C1CC(C)(C)CC2=O (centres undefined)	-6	-2	-5	3	4	0	5	6	0.4	1
COc1ccc2cc(Br)ccc2c1CC(=O)NCCCN1CCOCC1	-1	.	-6	-12	16	.	0	.	0.1	15
Cc1cc(S(=O)(=O)N2CCCC2)ccc1OCC(=O)N1CCC(C(N)=O)CC1	4	4	3	4	22	9	11	-2	-0.4	-7
Cc1ccc(N(CC(=O)NCc2ccc(F)cc2)C(=O)c2csnn2)cc1C	14	5	9	11	13	3	15	-34	0.2	12
CCOC(=O)C1CCCN(c2ncnc3c2oc2ccccc23)C1 (centres undefined)	2	-1	6	3	19	9	-5	4	1.7	18
O=C(NCc1ccc(OC(F)(F)F)cc1)c1cc(-c2ccccc2)nn1CC1CC(c2cccnc2)=NO1 (centres undefined)	-1	.	7	4	13	.	32	.	0.0	-8
CC(=O)NNc1ncnc2ccccc12	-1	0	.	-3	-9	4	-35	-5	0.5	.
O=C(COC(=O)c1ccc(F)cc1F)NC1CC1	0	-4	2	6	15	0	12	-14	-0.3	11
COC(=O)c1ccc(CSc2nnc(NC(C)C)s2)o1	0	-6	0	6	25	0	7	-18	-0.2	-3
COc1ccccc1NS(=O)(=O)c1c(C(=O)N2CCCC2)c(C)n(C)c1C	1	-3	-9	5	36	2	-9	-26	.	-2
O=C(CCCOc1ccccc1)Nc1ccc(Cl)cn1	-2	-3	-10	-4	5	-1	-31	-16	1.0	-28
Cc1csc(Sc2ccc([N+](=O)[O-])cc2C(=O)OCC(=O)NC(=O)NC(C)(C)C)n1	-5	-2	4	1	35	-1	-1	-8	0.0	6
NC(=O)CSc1nnc(-c2ccc(S(=O)(=O)N3CCOCC3)cc2)n1Cc1ccccc1	1	-3	-4	-7	17	-2	-14	-16	-0.1	-13
COc1ccc(-n2nc(N)c(C(N)=O)n2)cc1	2	3	4	-9	-2	4	-68	-27	0.5	9
Cc1cc(C(F)(F)F)n2nc(-c3cnn(C)c3C(F)(F)F)c(Cl)c2n1	4	3	-2	2	14	5	12	23	-0.1	-1
N#CC1=C(N)C(C#N)(C#N)[C@H](c2ccncc2)[C@H]2CN(C(=O)OCc3ccccc3)CC=C12	15	4	2	1	-3	4	-26	8	0.0	-4
Cc1cc(NC(=O)CSc2nc(C)c(C)c(=O)[nH]2)no1	0	.	1	3	16	.	-6	.	1.4	11
Cc1nc(Sc2ccccc2)c(C#N)c(C)c1[N+](=O)[O-]	-21	7	12	-6	9	-5	-15	-32	-0.2	26
Cn1c(=O)c2sccc2n2c(CCCC(=O)Nc3ccccc3)nnc12	1	-2	-3	-5	27	5	1	7	-1.1	0
CCCCn1c(N)c(N(CCOC)C(=O)CN(C)S(=O)(=O)c2ccc(F)cc2)c(=O)[nH]c1=O	-5	.	-9	1	25	.	0	.	0.2	-11
O=C(CSCc1c(F)cccc1Cl)NCc1cccnc1	8	-7	5	-2	19	-4	-19	16	.	-2
CCCNS(=O)(=O)c1ccc(OC)c(Cl)c1Cl	-3	4	-7	6	15	-2	15	-14	-0.1	-12
O=C(Nc1cccc(S(=O)(=O)NC2=NCCC2)c1)C1CCCCC1	-13	2	-8	-4	2	-7	-2	-2	0.1	-12
O=C(O)C1C2C=CC(C3CC23)C1C(=O)N1CCc2ccccc21 (centres undefined)	7	2	-6	4	16	-2	-37	-30	0.0	4
CS(=O)(=O)N(CC(=O)Nc1cccc([N+](=O)[O-])c1)c1cccc(F)c1	5	-2	-4	9	27	-1	0	-5	-1.2	8
Cc1c(NC(=O)CSc2ccc(Cl)cc2)c(=O)n(-c2ccccc2)n1C	-4	1	-1	-11	28	3	21	-19	-0.1	-7
O=C(O)c1ccccc1NS(=O)(=O)c1cccc(-n2sc3ccccc3c2=O)c1	-9	-2	-2	9	10	-3	8	-8	-0.1	0
O=C(c1ccc2ccccc2n1)N1CCN(c2ccccc2)CC1	6	-2	.	8	15	-9	-10	-3	0.2	.
CC(=O)NS(=O)(=O)c1ccc(NC(=O)/C=C/c2cn(-c3ccccc3)nc2-c2ccccc2)cc1	4	-2	-5	39	1	5	23	-18	0.4	3
C[C@]12CCC3C(CC[C@H]4CCCC[C@]34C)C1CC[C@@]2(O)CNCCO (some centres undefined)	-3	-2	-1	14	14	-6	-2	-28	-0.4	-12
O=S(=O)(Cc1ccccc1)N=Nc1c(O)[nH]c2ccc(Br)cc12	-1	2	-6	2	41	2	5	3	-0.2	1
O=C(NC(=S)Nc1ccc(NC(=O)c2cccs2)cc1)c1ccco1	13	-3	?	-3	13	-3	-14	-22	0.6	-51
NS(=O)(=O)c1cccc(NC(=O)Cc2ccc(Cl)c(Cl)c2)c1	-11	-5	9	-7	16	4	14	-17	0.0	-6
Cc1ccc(NC(=O)CN(C)Cc2cccs2)cc1Cl	-3	0	3	2	.	1	-46	-15	-0.1	11
c1ccc2nc(N3CCN(Cc4ccc5c(c4)OCO5)CC3)cnc2c1	0	4	3	-5	26	3	18	-6	0.0	-2
COc1ccc2c(c1)CCCC21NC(=O)NC1=O (centres undefined)	-22	1	3	-15	4	2	-15	-25	-0.1	32
NC(=O)c1c(/N=C/c2cccnc2)sc2c1CCCC2	-2	4	6	6	18	10	-102	-47	1.0	14
COc1cccc(NC(=O)CN(C)C(=O)c2ccc(-c3ccc(Cl)cc3)o2)c1	1	.	11	-2	20	.	-36	.	-0.3	4
COC(F)(C(=O)Nc1ccc2c(c1)C(=O)NC2=O)C(F)(F)F (centres undefined)	-1	7	-30	7	20	0	9	-12	-0.7	-43
Cc1cccc2cc(C#N)c(NCCCNS(=O)(=O)c3ccc(Cl)cc3)nc12	1	6	-1	26	25	12	4	15	0.3	5
COC(=O)c1ccccc1NC(=O)Cn1ccnc1	0	-3	-6	11	7	-2	-4	-13	-0.4	-2
CC(=O)c1c(C)[nH]c(C(=O)Nc2ccc(C)cn2)c1C	-14	27*	0	-4	15	-5	85*	-64	-25	23
C=CCS(=O)(=O)N1CCCC(N(C)CCc2ccc(OC)c(OC)c2)C1 (centres undefined)	10	3	0	0	2	1	9	-29	2.2	12
N#CC1=C(N)Oc2cc(N)ccc2C1c1ccc(F)cc1F (centres undefined)	21	-2	-5	0	.	-6	-17	-13	-3.9	10
CCc1c(C)nc(SCCOc2ccc(OC)cc2)[nH]c1=O	-1	-1	6	-5	-7	-3	15	-39	-0.1	-1
O=C(O)c1ccc(/C=N\Nc2ccc(S(=O)(=O)N3CCOCC3)cc2[N+](=O)[O-])cc1	-2	-1	-3	4	18	-2	-11	4	-0.3	2
CC(=O)OCc1c(C(F)(F)F)nn(C)c1SCc1ccc(Cl)cc1	3	1	5	1	3	2	-7	-17	-0.2	14
CCOC(=O)Cn1c2c(c(=N)c3c1CCC3)CCC2	1	0	4	0	33	-2	7	-5	-1.1	-5
O=C(Cc1cccs1)N1CCCC(c2nc(-c3ccc(S(=O)(=O)N4CCCC4)cc3)no2)C1 (centres undefined)	-5	2	11	4	8	8	25	-12	-0.3	11
COc1ccc(/C=C2\CCC(C3CCCC3)C2=O)c(OC)c1 (centres undefined)	15	1	4	1	24	-1	-50	-49	-3.1	8
CC(C)[N+]1=C2C=CC=CC=C2SC12C([N+](=O)[O-])=CC(=[N+]([O-])[O-])C=C2[N+](=O)[O-] (centres undefined)	-1	-1	1	-1	17	-6	12	-5	0.1	11
Cc1ccc(CNC(=O)/C=C/c2c(Cl)cccc2Cl)cc1	25	0	-1	1	25	0	0	-4	0.0	4
The list continues.
SMILES	Platelet DG rel	HSP90 inh	HSF1 inh	SKKanGAS inh	AI-2 QS mod	IEC-6 tox	aSyn UTR inh	KLF5 inh	HIF activator	HSF1 activator
CCCCCOc1ccc(CSC(=N)N)cc1[N+](=O)[O-]	6	7	-1	3	28	14	-60	-28	2.2	-2
COc1ccc(N/C=C2\C(=O)c3c(sc(C)c3C)N(C)S2(=O)=O)cc1	-7	-1	-7	-7	1	-10	0	-7	-0.1	4
Cc1ccc(C(=O)NCC(=O)OCC(=O)c2ccc3c(c2)NC(=O)CO3)cc1C	11	1	1	-5	7	-6	-12	-32	0.1	-17
COc1cc(/C=C2/NC(=O)N(Cc3ccccc3F)C2=O)cc(OC)c1OC	0	5	-2	7	4	7	-6	-8	-0.1	-5
O=c1[nH][nH]c(C(F)(F)F)c1C=Nc1ccccc1Cl	2	1	10	2	4	-1	-58	13	0.0	19
C(=N\N1CCOCC1)/c1cn(-c2ccccc2)nc1-c1ccccc1	-11	3	3	-16	-2	-5	-4	-26	0.3	32
CCCN1CCN(C(=O)c2cccc3c2C(=O)N(CCOC)C3)CC1	2	3	-6	-5	1	5	8	-9	-0.3	-20
COc1ccc2c(c1)C1=NN(/C(C)=C\C(C)=O)C(c3ccccc3)C1CC2 (centres undefined)	-1	0	26	2	-3	3	-141	-20	-0.5	46
O=C(Nc1cccc(S(=O)(=O)Nc2ccc(Cl)cc2)c1)c1ccc[n+]([O-])c1	-5	5	1	-17	17	7	-7	0	0.0	-2
O=C1Nc2c(c(=O)[nH]c(=O)n2Cc2ccccc2)C1(NS(=O)(=O)c1ccccc1)C(F)(F)F (centres undefined)	-2	0	4	1	28	2	-16	-24	0.0	-6
Cc1cccc(C)c1NC(=O)NC1(C(=O)N2CCCC2)CCCCC1	-4	-2	0	-7	13	0	-13	-9	-0.6	-8
